Rpn11 inh – Rpn11 (human) deubiquitinase inhibition; 360,000 compounds, 0.59% hits; human 26S proteasome, Ub4-pepOG fluorescence polarization; 20S core pre-blocked with epoxomicin; calls only at 20 µM; O00487;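 active = inhibition at 20 µM, scaled to each plate's controls, above about 33%, limit read from the data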
Target sequence (O00487 whole entry, looked up): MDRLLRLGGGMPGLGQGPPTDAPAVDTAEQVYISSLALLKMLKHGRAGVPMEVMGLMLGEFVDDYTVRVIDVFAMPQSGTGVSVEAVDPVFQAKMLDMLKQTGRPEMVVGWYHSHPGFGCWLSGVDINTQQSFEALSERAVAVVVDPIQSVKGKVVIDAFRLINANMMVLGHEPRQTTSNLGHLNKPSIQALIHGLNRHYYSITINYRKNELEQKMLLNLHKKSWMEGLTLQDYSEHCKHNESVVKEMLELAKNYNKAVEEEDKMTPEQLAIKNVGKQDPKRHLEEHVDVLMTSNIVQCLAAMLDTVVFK
SKN-1 inh – C. elegans SKN-1 inhibition | C. elegans VP596 Pgst-4::GFP/RFP ratio, acrylamide-induced, 24 h | inhibition, % at 21.8 µM | 360,000 compounds, 0.49% hits;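 active = interference check ratio from 0.5 to 1.5 plus GFP to RFP signal ratio inhibition reaching or exceeding a fixed threshold, cut at about 30% in these data, passing the limit was not always enough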; note: some compounds called inactive have numbers as strong as hits
LMPTP block – blocks human LMPTP phosphatase; AID 651560; recombinant LMPTP-A, OMFP fluorogenic substrate, fluorescence intensity; 360,000 compounds, 0.22% hits; P24666; inhibition, % at 20 µM;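 active = compounds that cut the enzyme signal by at least half of the control window in the single-dose screen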;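 note: plate controls were DMSO wells with enzyme plus substrate for no effect and substrate without enzyme for full effect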
Target sequence (P24666 whole entry, looked up): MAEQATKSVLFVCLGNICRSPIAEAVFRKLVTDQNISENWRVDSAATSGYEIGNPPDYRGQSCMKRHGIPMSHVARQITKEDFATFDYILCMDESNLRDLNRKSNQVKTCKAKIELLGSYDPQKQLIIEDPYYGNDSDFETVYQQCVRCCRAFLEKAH
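Buffer or medium: Bis-Tris pH 6.0, DTT, detergent; Assay system: LMPTP-A enzyme; Quantity: 0.625 nM enzyme; Detection: endpoint fluorescence intensity; Times: 50 min dark incubation at room temperature; Controls: substrate-only low control, DMSO enzyme-plus-substrate high control; Doses: single 20 µM dose; Read-out: percent inhibition versus substrate-only and uninhibited controls; Reagent: 400 µM OMFP.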
DNMT1 block – DNMT1 (human) enzyme inhibition; inhibition (reported as % activation of signal), % at 10 µM; 360,000 compounds, 0.83% hits; DNMT1 molecular beacon, Hinp1I cleavage, fluorescence; in the data active = inhibition above about 50%
CendR NRP1 mod – alters CendR peptide binding to human NRP-1. O14786. FAM-RPARPAR peptide binding to NRP-1, fluorescence polarization. 360,000 compounds, 0.85% hits. inhibition, % at 25 µM. AID 602438;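 active = inhibition or corrected inhibition above about 18%, plus a signal ratio from 0.5 to 1.5, limit read from the data, passing the limit was not always enough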; note: strong numbers were not always called active
NadD block – inhibitors of Staphylococcus aureus NadD | purified NadD enzyme, colorimetric absorbance read-out | inhibition, % at 20 µM | 360,000 compounds, 0.78% hits | AID 602399; in the data active = inhibition above about 26%; note: some compounds past the cut are filed as inactive
SUMO1 PPI mod – SUMO1-SIM interaction modulation. 360,000 compounds, 0.33% hits. P63165. AID 602429. SUMO1 binding to a labelled peptide, TR-FRET, 1 h. inhibition, % at 20 µM; in the data active = inhibition above about 37%
Target sequence (P63165 whole entry, looked up): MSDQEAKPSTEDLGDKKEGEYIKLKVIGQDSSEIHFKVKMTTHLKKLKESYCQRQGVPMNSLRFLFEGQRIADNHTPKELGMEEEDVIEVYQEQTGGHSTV
Scp1 inh – Scp-1 (human) phosphatase inhibition; Q9GZU7; Recombinant Scp1, phosphopeptide, malachite green phosphate absorbance; inhibition, % at 20 µM; 340,000 compounds, 0.88% hits;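 active = inhibition above about 50% at 20 µM, limit read from the data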;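 note: plate controls were DMSO wells with enzyme for no effect and wells lacking enzyme for full effect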
Target sequence (Q9GZU7 76-261 limits assumed): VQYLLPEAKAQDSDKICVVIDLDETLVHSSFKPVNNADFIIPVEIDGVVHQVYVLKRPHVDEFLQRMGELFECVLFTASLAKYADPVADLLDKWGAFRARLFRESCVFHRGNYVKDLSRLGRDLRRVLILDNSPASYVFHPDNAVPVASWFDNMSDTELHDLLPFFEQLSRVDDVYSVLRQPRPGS
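Assay system: SCP-1 catalytic fragment, aa 76-261 | Buffer or medium: Tris acetate buffer pH 5.5 with MgCl2 and Tween-20 | Compound: One concentration, 20 µM, with 1.0% DMSO | Also added: Phospho 17-mer peptide substrate | Signal: Absorbance at 630 nm | Incubation: 45 min enzyme reaction at room temperature | Measure: % inhibition of SCP-1 phosphate liberation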
MT1-MMP act inh – blocks activation of human MT1-MMP; 360,000 compounds, 0.061% hits; P50281; HT1080 RFP-PRO-GFP cells, GFP/RFP ratio fluorescence, overnight; percent of plate control window, DMSO zero; GFP/RFP ratio change, % at 20 µM;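 active = GFP/RFP ratio change of at least 30% with cell ATP level not reduced by more than half and red fluorescence within 50% of control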; note: strong numbers were not always called active
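Material – HT1080 RFP-PRO-GFP cells · Control set – DMSO wells and RFP-L50D-GFP cells · Incubation – overnight cell settling, then overnight compound exposure, 37 °C, 5% CO2 · Compound dosing – single-point 20 µM compound, 1% DMSO · Read-out – GFP/RFP fluorescence ratio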
STEP block – blocks human striatal-enriched tyrosine phosphatase; 360,000 compounds, 0.25% hits; P54829; recombinant STEP, OMFP fluorogenic substrate, fluorescence; inhibition, % at 20 µM;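 active = inhibition at 20 µM, scaled per plate between control wells, above about 37%, limit read from the data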;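 note: 0% = DMSO with enzyme and substrate and 100% = substrate only without enzyme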
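Assay system: isolated STEP enzyme. Buffer or medium: pH 6.0 Bis-Tris with DTT and Tween 20. Also added: fluorogenic phosphatase substrate OMFP at 25 µM final. Dosing: 20 µM, 1% DMSO. Timing: 20 min reaction, room temperature, in the dark. Measured by: fluorescence intensity, excitation 480 nm, emission 540 nm. Evaluation: normalized % inhibition.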
* = called active by the depositor; i = inactive; / = not tested or not shown.

cpd	SMILES	Rpn11 inh	SKN-1 inh	LMPTP block	DNMT1 block	CendR NRP1 mod
1	CCCc1cc(NC(=O)COC(=O)c2nccnc2N)n(-c2ccccc2)n1	i	2	1.6	-17	-17
2	COc1ccc(C2=Nc3ccccc3N(C(=O)c3cnccn3)C2C(=O)NC2CCCC2)cc1 (stereo not drawn)	/	-4	-0.7	/	-8
3	Cc1ccc(C)c(NC(=O)CCN2CCOCC2)c1	i	3	-1.5	2	-11
4	Cc1cc(C)cc(NC(=O)C2C3C=CC4(O3)C2C(=O)N(CCN2CCCCC2)C4C(=O)NC2CCCCC2)c1 (stereo not drawn)	i	14	0.6	0	-5
5	COc1ccc(/C=N/NC(=O)c2ccc(=O)n(C)c2)cc1OC	i	7	0.3	-1	4
6	Cc1cccc(OCC(=O)Nc2ccc3c(c2)C(=O)NC3=O)c1	i	19	-37	0	17
7	Cc1cc(C)cc(NC(=O)Nc2ccc3c(c2)N(C)C(=O)CS3)c1	i	2	2.4	-16	-33
8	Cc1ccc(C)c(CC(=O)N2CCCC(c3cc(C(=O)NCc4cccnc4)no3)C2)c1 (stereo not drawn)	i	6	0.5	4	5
9	O=[N+]([O-])c1c(Nc2cccc(O)c2)cc(Cl)c2nonc12	i	0	1.3	19	8
10	COc1cccc(/C=C/C(=O)c2cccc([N+](=O)[O-])c2)c1OC	i	11	0.2	0	1

cpd	NadD block	SUMO1 PPI mod	Scp1 inh	MT1-MMP act inh	STEP block
1	8	0	-10	-6	-1
2	/	-18	/	4	/
3	-2	0	-4	-5	2
4	-22	25	-2	-3	-1
5	2	-8	-5	4	-3
6	-8	-29	-5	1	0
7	5	-4	-3	0	0
8	3	-8	/	1	-4
9	2	-16	-7	4	32
10	-11	-17	-12	-3	0

Later entries
cpd	SMILES	Rpn11 inh	SKN-1 inh	LMPTP block	DNMT1 block	CendR NRP1 mod
11	CCOc1cc(S(=O)(=O)NCCc2cccc(C)c2)c(OCC)cc1-n1cnnn1	i	-10	0.2	-2	10
12	CN(C)P(=O)(Nc1cccc2ccccc12)Nc1cccc2ccccc12	i	-2	0.7	20	5
13	CCOc1ccc(S(=O)(=O)N2CCN(CN3C(=O)CC4(CCCC4)C3=O)CC2)cc1	i	13	-1.9	6	8
14	CC1(c2ccccc2Cl)NC(=O)N(CC(=O)N2CCc3ccccc3C2)C1=O (stereo not drawn)	i	10	0.3	-2	-8
15	Cc1cccc(C(=O)OCC(=O)NC(C)C2CC3CCC2C3)c1O (stereo not drawn)	i	-11	1.5	2	1
16	CC(=O)Nc1ccc(C(=O)NC(CC(=O)O)c2ccc(Cl)cc2)cc1 (stereo not drawn)	i	-21	0.5	6	-4
17	CC(C)(C)c1ccc(C(=O)CCC(=O)NCc2ccccc2)cc1	i	0	-0.4	33	-3
18	Cn1c(=O)c2[nH]c(COc3ccc(C(C)(C)C)cc3)nc2n(C)c1=O	i	15	0.7	3	-2
19	[2H]c1c([2H])c([2H])c(-c2nc(N3CCCCCC3)sc2C(=O)c2ccccc2)c([2H])c1[2H]	i	10	3.0	-5	-6
20	COc1cc(OC)cc(/C(N)=N/O)c1	i	-10	0.2	2	-6

cpd	NadD block	SUMO1 PPI mod	Scp1 inh	MT1-MMP act inh	STEP block
11	-4	-2	-4	4	-2
12	5	-7	-8	-1	1
13	-3	-8	1	0	1
14	5	-4	-7	0	0
15	-11	2	-5	3	2
16	-6	5	19	2	-5
17	3	0	-5	1	-1
18	-4	9	-11	-10	-5
19	9	-3	4	-7	6
20	-4	1	-5	0	-3

Further results:
cpd	SMILES	Rpn11 inh	SKN-1 inh	LMPTP block	DNMT1 block	CendR NRP1 mod
21	Cc1ncc(CO)c(/C=N/NC(=S)Nc2ccc(Cl)c(Cl)c2)c1O	i	4	3.4	-17	-26
22	O=C(CSc1nnnn1C1CC2C=CC1C2)Nc1ccc(C(=O)O)cc1 (stereo not drawn)	i	9	-1.8	4	2
23	CC1CN(c2ccccc2)c2nc3c(c(=O)[nH]c(=O)n3C)n2C1 (stereo not drawn)	i	8	-1.7	-1	-1
24	CCOc1cccc2c1OC(c1cc(OC)c(OC)c(OC)c1)N1N=C(c3ccc(C)o3)CC21 (stereo not drawn)	/	28	1.8	-19	-240
25	O=C(NC(=S)NCc1ccco1)c1ccc([N+](=O)[O-])cc1	i	0	0.9	2	3
26	CCCN1CCN(CC(O)COC(c2ccc(OC)cc2)c2ccc(OC)cc2)CC1 (stereo not drawn)	i	31	-0.6	0	6
27	Cc1ccc2c(c1)nnn2C1CCN(S(=O)(=O)c2ccc(C(=O)NC3CCCC3)cc2)CC1	i	8	-1.4	4	2
28	COc1ccccc1CN(Cc1cc2cc3c(cc2[nH]c1=O)OCCO3)Cc1nnnn1Cc1ccco1	i	11	1.6	-1	-27
29	O[C@H]1CN(Cc2cccs2)[C@@H](c2ccccc2)C[C@@H]1n1cc(-c2ccc(F)cc2)nn1	i	-7	1.4	4	-1
30	O=C(CN1C(=O)C2C3c4ccccc4C(c4ccccc43)C2C1=O)Nc1ccccc1C(=O)O (stereo not drawn)	i	3	-0.6	-16	-24

cpd	NadD block	SUMO1 PPI mod	Scp1 inh	MT1-MMP act inh	STEP block
21	4	6	-6	-1	0
22	-1	4	-1	7	-3
23	-3	0	-2	10	0
24	5	-5	-15	-16	-6
25	-5	-43	-5	2	3
26	-13	-2	-12	1	-1
27	6	1	-1	0	-2
28	12	3	22	-20	2
29	-10	0	/	1	-2
30	1	6	-13	3	1

(more compounds)
cpd	SMILES	Rpn11 inh	SKN-1 inh	LMPTP block	DNMT1 block	CendR NRP1 mod
31	CCOC(=O)c1cc(=O)n2[nH]c(-c3ccc(C)cc3)cc2n1	i	21	1.2	0	-4
32	Cc1ccc(NC(=O)CCn2nc(C)cc2C)c(C)c1	i	0	0.3	-4	3
33	CCOC(=O)N(C)c1c(CC)nc2c(OCc3ccc(F)c(F)c3)cccn12	i	3	-0.9	1	7
34	CSc1nc(N)nc(SCC(=O)c2ccccc2)c1C#N	i	12	2.6	-3	-13
35	Cc1csc(NC(=O)c2cccs2)n1	i	-35	-0.2	1	-2
36	O=C(Nc1nc2nc(-c3ccccc3)cc(=O)n2[nH]1)c1ccccc1	i	6	-1.4	3	-12
37	CC(=O)N1CCc2cc(S(=O)(=O)Nc3ccc(C)cc3)ccc21	i	-8	-0.9	1	-2
38	Cc1ccc(C)c2c3c([nH]c12)-c1nonc1CC3	i	-1	-0.8	-2	-8
39	CC1CCCN(C(=O)Cn2nnc(-c3ccc(N(C)C)cc3)n2)C1 (stereo not drawn)	i	-13	0.0	0	14
40	O=C(Nc1cccc(S(=O)(=O)N2CCCCC2)c1)C1COc2ccccc2O1 (stereo not drawn)	i	1	1.8	-7	0

cpd	NadD block	SUMO1 PPI mod	Scp1 inh	MT1-MMP act inh	STEP block
31	-7	-6	-10	5	-5
32	5	-2	-5	-5	-1
33	3	3	/	0	0
34	0	-13	20	-1	2
35	-6	-2	-7	4	2
36	2	4	1	4	-3
37	-4	5	-6	2	1
38	-10	-13	-10	-3	-4
39	-1	0	-4	1	0
40	-7	2	-10	5	1

The list goes on:
cpd	SMILES	Rpn11 inh	SKN-1 inh	LMPTP block	DNMT1 block	CendR NRP1 mod
41	CCCCn1c(-c2ccc(Br)cc2F)nc2c1c(=O)[nH]c(=O)n2CC(C)C	i	-3	-0.2	0	0
42	O=c1ccn([C@@H]2O[C@H](CNCc3cccn3-c3ccncc3)[C@@H](O)[C@H]2O)c(=O)[nH]1	i	5	2.1	2	-7
43	COCCCNC(=O)Cn1ncc2ccsc2c1=O	i	-16	-0.2	1	2
44	O=C(O)Cc1csc(-c2ccccc2)n1	i	5	-0.4	-3	3
45	Cc1sc(NC(=S)NC(=O)c2ccco2)c(C(N)=O)c1C	i	4	0.3	-5	8
46	CCS(=O)(=O)N1Cc2ccccc2CC1C(=O)Nc1ncc(C)s1 (stereo not drawn)	i	5	-0.3	-5	5
47	CCOc1ccc(-n2nnc3c(=O)n(CC(=O)NCc4ccco4)cnc32)cc1	i	0	-0.4	0	4
48	CCc1cc2c(N[C@@H](C)C(=O)O)ncnc2s1	i	5	-2.3	3	13
49	CCOC(=O)CNC(=O)CSc1ccc(-c2nc3ccccc3[nH]2)cn1	i	-3	-2.4	-2	2
50	Cc1cccc(C(C)C)c1NC(=O)COC(=O)CCC(=O)N(CC(C)C)c1c(N)n(CC(C)C)c(=O)[nH]c1=O	i	3	1.1	1	-12
51	N#C/C(=C\c1ccccc1[N+](=O)[O-])c1nc(C2CC2)cs1	i	8	1.1	-3	-5
52	COc1ccc(CN(Cc2cccn2C)S(=O)(=O)c2ccccc2)cc1	i	-2	2.7	1	1

cpd	NadD block	SUMO1 PPI mod	Scp1 inh	MT1-MMP act inh	STEP block
41	3	3	-2	-2	1
42	-1	0	/	1	0
43	-2	4	-5	-1	-4
44	-3	-6	5	1	-1
45	-3	0	-9	0	3
46	4	2	-8	2	2
47	-2	5	-9	3	2
48	4	-2	1	9	-2
49	-5	-3	-10	3	-1
50	-3	8	/	-1	8
51	-10	-25	-19	2	3
52	4	1	-14	-2	4
